Compound activity as filed in PubChem BioAssay.
ERp5 block: blocks human ERp5 reductase activity on insulin; inhibition, % at 9.99 µM; Q15084; ERp5 insulin aggregation, absorbance 650 nm, 90 min; AID 651711; actives 0.05% (n = 350,000);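 active = mean replicate inhibition above about 25%, with every replicate also reaching it, limit read from the data, passing the limit was not always enough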
RAD52 anneal inh: inhibitors of human RAD52 DNA annealing | P43351 | recombinant RAD52 DNA annealing, FRET fluorescence | inhibition, % at 18.7 µM | actives 0.46% (n = 360,000) | AID 651710;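 active = every replicate showing at least 50% inhibition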
ERAP1 HTS inh: inhibitors of human ERAP1 aminopeptidase; recombinant ERAP1, Leu-AMC fluorescence, 60 min; inhibition, % at 10.7 µM; actives 0.15% (n = 340,000); Q9NZ08;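 active = mean replicate inhibition of at least 30%, or all replicates individually reaching that 30% level; inactive = mean below 30% and not every replicate reaching it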;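 note: 0% = neutral control wells and 100% = L-leucinethiol positive control wells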
Xi reactivation: activators of X-chromosome reactivation in mouse fibroblasts | XiGFP mouse fibroblasts, % GFP-positive cells imaging, 3 d; cells co-treated with 5-aza-dC sensitizer; scaled so ellipticine positive control = 100% | activation, % at 7.58 µM | actives 0.055% (n = 360,000);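 active = mean normalized replicate activation at least 10% and every replicate at or above 10%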;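 note: 0% = median of on-plate neutral control wells and 100% = ellipticine 6 µM median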
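Assay system: SV40-immortalized XiGFP fibroblast cells, line 68-5-11; buffer or medium: DMEM plus 5-aza-dC sensitizer; compound: one concentration, pinned; timing: compounds 3 days, fix/stain 15 min at room temperature; benchmarks: positive control ellipticine, 6 µM final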
E-sel inducer: E-selectin induction on HUVECs | P16581 | HUVEC E-selectin immunofluorescence imaging; normalized: neutral wells 0, TNF-alpha wells 100 | activation, % at 7.58 µM | actives 0.37% (n = 260,000) | AID 686992;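 active = mean E-selectin-positive cell signal at least 10% of the positive control, reached in at least 60% of replicates, without over 20% cell loss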;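 note: in these data hits start at about 27%; measured in HUVEC primary endothelial cells; signal is the percent of cells scored E-selectin positive by PE staining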
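material = human umbilical vein endothelial cells (HUVEC), E-selectin induction | quantity = 3,000 cells/well | medium = EGM-2 growth medium on 0.1% gelatin-coated wells | technique = immunofluorescence imaging | read-out basis = % PE-positive cells | control set = TNF-alpha positive control, DMSO neutral control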
RAD54 inh: blocks human RAD54 Holliday junction branch migration | Q92698 | FAM/BHQ fluorescence | inhibition, % at 10.4 µM | actives 0.14% (n = 360,000);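 active = mean normalized replicate activity at least 40 and at least half of replicates scoring 40 or more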;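 note: 0% = median of neutral control wells and 100% = median of positive control wells; inhibitors cause a drop in the FAM fluorescence signal; in these data hits start at about 50%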
Target sequence (Q92698 whole entry, looked up): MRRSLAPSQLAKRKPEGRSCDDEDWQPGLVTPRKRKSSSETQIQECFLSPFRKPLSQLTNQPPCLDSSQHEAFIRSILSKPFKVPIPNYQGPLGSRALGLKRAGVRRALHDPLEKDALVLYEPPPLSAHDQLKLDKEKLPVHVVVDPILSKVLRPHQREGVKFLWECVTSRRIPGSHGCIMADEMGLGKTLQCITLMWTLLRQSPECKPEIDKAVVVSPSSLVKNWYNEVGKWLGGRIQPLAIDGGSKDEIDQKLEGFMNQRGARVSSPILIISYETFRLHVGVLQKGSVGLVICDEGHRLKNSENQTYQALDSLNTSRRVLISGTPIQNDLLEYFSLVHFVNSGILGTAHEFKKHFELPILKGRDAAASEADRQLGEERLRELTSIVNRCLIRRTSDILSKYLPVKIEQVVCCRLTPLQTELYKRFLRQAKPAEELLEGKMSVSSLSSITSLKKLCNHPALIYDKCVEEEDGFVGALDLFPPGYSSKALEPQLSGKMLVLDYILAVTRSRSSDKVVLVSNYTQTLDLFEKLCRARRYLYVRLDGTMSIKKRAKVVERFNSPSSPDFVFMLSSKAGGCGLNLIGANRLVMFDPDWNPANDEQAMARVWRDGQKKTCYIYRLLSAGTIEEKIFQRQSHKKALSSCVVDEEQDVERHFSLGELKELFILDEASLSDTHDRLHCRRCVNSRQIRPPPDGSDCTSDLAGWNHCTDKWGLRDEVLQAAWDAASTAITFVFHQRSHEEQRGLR
S100A4 MyoIIA: blocks human S100A4 binding to myosin IIA peptide. P26447. S100A4/TAMRA-MyoIIA peptide fluorescence polarization. inhibition, % at 10.7 µM. actives 0.14% (n = 360,000). AID 652163;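 active = mean inhibition of at least 70% across replicates, with every replicate also reaching that level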
Target sequence (P26447 whole entry, looked up): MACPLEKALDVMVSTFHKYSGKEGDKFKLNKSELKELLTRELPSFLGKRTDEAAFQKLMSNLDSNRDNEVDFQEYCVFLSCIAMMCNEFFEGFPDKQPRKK
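Material: human S100A4 monomer with TAMRA-labelled myosin IIA peptide; buffer or medium: HEPES pH 7.2 with CaCl2, KCl, NaCl, DTT, Triton; compound dosing: one concentration per compound; schedule: 5 min incubation before reading; benchmarks: neutral control DMSO, positive control TFP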
esBAF inh: SWI/SNF esBAF complex inhibition; reporter increase, % at 12.5 µM; mouse ES cells, Bmi1-luciferase knock-in reporter, 24 h; 100% = twice the neutral-well signal; actives 2% (n = 350,000); AID 602393; in the data active = activation above about 40%;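 note: 0% = median of the plate's neutral control wells and 100% = double that signal; a rise in the Bmi1 reporter signal indicates esBAF inhibition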
* hit, by the source's call; . = no result given.

SMILES	ERp5 block	RAD52 anneal inh	ERAP1 HTS inh	Xi reactivation	E-sel inducer	RAD54 inh	S100A4 MyoIIA	esBAF inh
Nc1cc(Oc2ccc(Cl)cc2Cl)nc(N)n1	-3.2	-18.2	0.0	0.0	.	7.8	0.4	1.1
CO[C@@H]1CN(C)C(=O)c2ccc(NC(=O)c3cccc(F)c3)cc2OC[C@H](C)N(CC2CC2)C[C@@H]1C	3.1	6.9	-1.2	0.4	0.1	-0.8	-10.5	4.8
O=C(CSc1nc2ccccc2n1CCc1ccccc1)c1ccc(O)c(O)c1	2.7	-3.5	1.4	0.0	5.9	-2.7	-4.8	11.4
CCOC(=O)C1=CC[C@@H](c2ccc3ccccc3n2)[C@@H]1C(=O)c1ccccc1	-0.9	-68.4	2.9	.	.	.	-8.8	.
COc1ccccc1C#Cc1ccc([C@H]2[C@@H](CO)N3CCCCN(C(=O)C4CCC4)C[C@@H]23)cc1	-5.3	2.5	1.0	0.0	0.3	4.2	-5.4	1.9
N#Cc1c(N2CCOCC2)nc(N)c2c(N)nc3c(c12)CC(CCl)O3 (configuration not stated)	-2.7	-23.1	1.2	0.0	0.2	.	3.0	-6.1
CCOC(=O)C(=C1Nc2ccccc2N1)n1c(-c2cccnc2)nc2ccccc21	4.0	-16.0	-7.2	0.0	0.1	.	-1.8	.
N#Cc1cccc(-c2ccc([C@H]3[C@H](CO)N4CCCCN(C(=O)Nc5ccccc5)C[C@@H]34)cc2)c1	3.3	-33.4	-1.4	0.4	-0.2	-6.8	-10.4	.
O=[N+]([O-])c1cccc2ccc(N3CCOCC3)nc12	0.3	-7.9	0.4	0.6	0.2	3.6	-2.8	6.6
Cc1cc(C)cc(C(=O)NCC(=O)OCC(=O)N2CCN(S(=O)(=O)c3ccc4ccccc4c3)CC2)c1	2.2	-13.0	6.4	-0.1	0.1	0.3	3.1	-4.7
CC(=O)c1ccc(NC(=O)CN2CCCCCC2)cc1	1.0	-9.3	-4.7	0.0	0.0	15.7	2.6	.
C=CCNC(=O)/C(C#N)=C/c1c(N2CCCCCC2)nc2ccccn2c1=O	0.1	-28.9	-47.0	0.0	0.1	14.5	-17.7	-6.8
Nc1ccc(C2(c3ccc(N)cc3)OC(=O)c3ccccc32)cc1	-0.6	-74.1	3.8	0.1	.	-7.2	3.0	-0.1
OC(c1ccccc1)c1nc(-c2cccs2)cs1 (configuration not stated)	6.1	-19.3	-3.8	0.1	0.6	-1.9	0.3	48.6*
COc1ccc(CNCCNC(=O)c2nonc2N)cc1OC	5.9	16.3	0.0	.	.	-1.9	-0.1	-11.9
CCC(C)(C)C1CCC(=NNc2nc3ccccc3[nH]2)CC1 (configuration not stated)	1.2	-2.8	0.4	0.2	.	-0.7	-1.2	.
Cn1c(CNS(=O)(=O)c2cccc(Cl)c2)cc(=O)n(C)c1=O	1.2	-19.8	2.2	0.0	0.3	.	-7.0	.
CCC(=O)NC[C@@H]1[C@@H](c2ccc(-c3ccccc3)cc2)[C@@H](CO)N1C(=O)C1CC1	.	.	.	0.1	4.9	6.5	.	-2.9
Cc1nc(C(=O)NCc2ccccc2)sc1C1(C)CC(c2cccc([N+](=O)[O-])c2)=NO1 (configuration not stated)	-0.9	-6.4	2.1	0.1	0.0	8.9	-3.5	-8.2
O=C(Nc1ccc(N2CCN(c3ncccc3C(F)(F)F)CC2)nc1)c1cccs1	0.5	-0.3	5.5	0.0	-6.7	.	-3.7	.
O=C(COc1cccc(Br)c1)N/N=C/c1ccc2c(c1)OCCO2	2.0	-11.0	-0.6	-0.1	10.5	-8.8	-1.7	12.0
CC(=O)Nc1cccc(C(=O)N/N=C/c2ccc(F)cc2)c1	-1.7	-17.2	1.0	0.0	2.9	.	-1.6	.
Cc1csc2nc(COC(=O)CNC(=O)c3ccc(Cl)cc3)cc(=O)n12	17.5	-19.1	0.1	-0.1	0.0	-10.7	2.6	7.6
C[C@H](CO)N1C[C@H](C)[C@@H](CN(C)S(=O)(=O)c2cn(C)cn2)Oc2ccc(NC(=O)Cc3cn(C)c4ccccc34)cc2C1=O	-0.6	1.9	7.8	-0.9	.	-4.8	1.1	-14.5
COc1ccc(S(=O)(=O)N(C)C[C@@H]2Oc3c(NC(=O)c4ccc(-c5nccs5)cc4)cccc3C(=O)N([C@H](C)CO)C[C@@H]2C)cc1	6.1	1.3	-0.2	-0.9	.	2.8	-10.1	-2.7
C[C@H]1CN([C@@H](C)CO)C(=O)c2cc(C#CC3(O)CCCC3)cnc2O[C@@H]1CN(C)C(=O)CN(C)C	-2.6	-1.3	-0.7	-0.5	0.9	0.9	-0.7	2.3
O=C(NC1CCCCC1)c1ccc(-c2ccccc2[N+](=O)[O-])o1	0.3	-5.2	-4.8	-0.1	-0.3	5.1	-2.7	89.2*
O=C(O)c1ccc2nc3c(nc2c1)-c1ccccc1C3=O	5.1	-2.3	15.1	0.0	.	9.5	-0.4	-1.4
Nc1c(C(=O)c2ccccc2O)cnn1-c1ccc(S(=O)(=O)N2CCOCC2)cc1[N+](=O)[O-]	-2.0	-11.1	0.2	0.1	.	.	-2.9	.
CN1CCC(NC(=S)Nc2cccc([N+](=O)[O-])c2)CC1	-2.0	0.0	-0.1	0.2	.	.	-1.8	.
O=C(Nc1cccnc1)c1cc(Cl)ccc1Cl	2.2	-4.4	3.1	0.0	1.0	-12.9	0.4	-7.1
CN(C(=O)CN1C(=O)c2cc(Cl)c(Cl)cc2C1=O)C1CCS(=O)(=O)C1 (configuration not stated)	-3.3	2.2	2.6	0.0	-2.4	.	-8.0	-4.5
COc1ccccc1C(=O)Nc1ccc2c(c1)C(=O)N(C)C[C@@H](OC)[C@H](C)CN(CC1CC1)[C@@H](C)CO2	2.5	10.4	-3.4	0.1	0.0	-2.3	8.7	4.8
O=C(CCCOc1ccc(Cl)cc1Cl)N/N=C/c1cccc([N+](=O)[O-])c1	0.2	-4.8	5.9	0.0	.	.	-0.5	.
Cc1cccc(NC(=O)c2ccccc2Br)n1	-6.9	-4.6	-0.2	0.2	-0.1	-4.9	-1.1	37.1
CN(c1ccc(C(=O)NCc2ccc3c(c2)OCO3)cc1)S(=O)(=O)c1ccccc1	1.8	-25.8	-2.4	0.0	.	.	-5.6	.
Cc1ccc(CNC(=O)CN2C(=O)NC(C)(c3ccc(Cl)cc3)C2=O)cc1 (configuration not stated)	1.0	-24.5	-1.7	0.5	1.1	0.6	5.4	-1.8
COCC(=O)Nc1ccc2c(c1)OC[C@H](C)N(C)C[C@@H](C)[C@@H](OC)CN(C)C2=O	-0.4	-5.9	-1.7	0.6	-0.4	5.1	0.9	1.8
Nc1ccc(N2CCN(c3ccccc3)CC2)c(F)c1	7.1	-21.8	-1.1	0.0	.	-13.6	-3.3	19.6
COc1ccccc1C(=O)N1C[C@H]2[C@@H](c3ccccc31)[C@@H](CO)N2Cc1ccc(F)cc1	4.2	-2.7	0.1	0.1	-0.1	-4.9	-2.7	-1.2
CC(=O)Nc1ccc(NC(=O)C2CC(=O)N(Cc3ccccc3)C2)cc1 (configuration not stated)	-3.2	-5.8	-2.2	0.0	-0.2	-0.1	0.0	-0.4
CCN(CC(=O)NCc1ccc(Cl)cc1)C(=O)/C=C/c1ccc(Cl)c([N+](=O)[O-])c1	3.4	-17.3	3.9	0.3	.	-1.2	10.5	-3.5
CCOc1c(Br)cc(C(=O)OCC(=O)N2CCc3ccccc3C2)cc1OC	0.1	-9.0	-3.0	0.0	-0.7	-3.2	-0.8	-4.0
CCOC(=O)C1=C(c2ccccc2)NC(=S)NC1c1cccc([N+](=O)[O-])c1 (configuration not stated)	0.7	-12.7	-2.2	0.0	.	0.1	-2.1	.
CCCOc1ccc(F)cc1-c1cc(C(=O)Nc2ccc(F)c(Cl)c2)[nH]n1	1.2	-14.9	6.6	-0.1	0.1	0.1	2.4	-8.0
COc1ccc(CNC(=O)COC(=O)CCS(=O)(=O)c2ccc(C)cc2)cc1OC	5.9	-4.2	-4.9	0.0	-1.6	.	-8.7	1.3
O=C(Nc1cccc(-n2cnnn2)c1)C1CCCN(C(=O)Cc2cccc(Cl)c2)C1 (configuration not stated)	-13.4	-12.2	2.6	0.1	.	10.5	1.5	8.6
CCc1cccc2c(C(=O)COC(=O)/C=C/c3ccccc3OC)c[nH]c12	-6.4	-15.6	-4.3	0.0	-1.4	2.9	1.2	.
COc1cccc(OCC(=O)NNC(=O)c2ccc3ccccc3c2O)c1	1.6	0.2	2.1	0.4	-0.2	-5.4	-4.1	2.0
O=C(Nc1ccc(Br)cc1Br)Nc1cccc2[nH]c([C@@H]3O[C@H](CO)[C@@H](O)[C@H](O)[C@H]3O)nc12	-1.9	-19.6	.	0.1	.	1.8	9.1	-13.9
C#CC[N+](C)(C)CCCCCCCCCCCC	6.6	33.1	10.4	0.2	.	.	0.0	.

Reformatted with two lines to a compound: part of the list above
Order of results – ERp5 block	RAD52 anneal inh	ERAP1 HTS inh	Xi reactivation	E-sel inducer	RAD54 inh	S100A4 MyoIIA	esBAF inh
Nc1ccc(N2CCN(c3ccccc3)CC2)c(F)c1
 : 7.1	-21.8	-1.1	0.0	.	-13.6	-3.3	19.6
COc1ccccc1C(=O)N1C[C@H]2[C@@H](c3ccccc31)[C@@H](CO)N2Cc1ccc(F)cc1
 : 4.2	-2.7	0.1	0.1	-0.1	-4.9	-2.7	-1.2
CC(=O)Nc1ccc(NC(=O)C2CC(=O)N(Cc3ccccc3)C2)cc1 (configuration not stated)
 : -3.2	-5.8	-2.2	0.0	-0.2	-0.1	0.0	-0.4
CCN(CC(=O)NCc1ccc(Cl)cc1)C(=O)/C=C/c1ccc(Cl)c([N+](=O)[O-])c1
 : 3.4	-17.3	3.9	0.3	.	-1.2	10.5	-3.5
CCOc1c(Br)cc(C(=O)OCC(=O)N2CCc3ccccc3C2)cc1OC
 : 0.1	-9.0	-3.0	0.0	-0.7	-3.2	-0.8	-4.0
CCOC(=O)C1=C(c2ccccc2)NC(=S)NC1c1cccc([N+](=O)[O-])c1 (configuration not stated)
 : 0.7	-12.7	-2.2	0.0	.	0.1	-2.1	.
CCCOc1ccc(F)cc1-c1cc(C(=O)Nc2ccc(F)c(Cl)c2)[nH]n1
 : 1.2	-14.9	6.6	-0.1	0.1	0.1	2.4	-8.0
COc1ccc(CNC(=O)COC(=O)CCS(=O)(=O)c2ccc(C)cc2)cc1OC
 : 5.9	-4.2	-4.9	0.0	-1.6	.	-8.7	1.3
O=C(Nc1cccc(-n2cnnn2)c1)C1CCCN(C(=O)Cc2cccc(Cl)c2)C1 (configuration not stated)
 : -13.4	-12.2	2.6	0.1	.	10.5	1.5	8.6
CCc1cccc2c(C(=O)COC(=O)/C=C/c3ccccc3OC)c[nH]c12
 : -6.4	-15.6	-4.3	0.0	-1.4	2.9	1.2	.
COc1cccc(OCC(=O)NNC(=O)c2ccc3ccccc3c2O)c1
 : 1.6	0.2	2.1	0.4	-0.2	-5.4	-4.1	2.0
O=C(Nc1ccc(Br)cc1Br)Nc1cccc2[nH]c([C@@H]3O[C@H](CO)[C@@H](O)[C@H](O)[C@H]3O)nc12
 : -1.9	-19.6	.	0.1	.	1.8	9.1	-13.9
C#CC[N+](C)(C)CCCCCCCCCCCC
 : 6.6	33.1	10.4	0.2	.	.	0.0	.
